Myeloid diff 2: induction of myeloid progenitor differentiation, primary screen, cell-based, flow cytometry, MLPCN library; ER-HoxA9 myeloid progenitors, lysozyme-GFP differentiation; calls only at 10 µM; 360,000 compounds, 1% hits;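 active means normalized GFP-positive differentiation at or above the plate's own cutoff, the solvent-only control mean plus 3 SD; inconclusive means no clear call, values can overlap the other calls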;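 further: cells exposed to compound for four days before flow analysis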
HIV fusion peptide: inhibitors of HIV fusion peptide binding, primary screen, biochemical, uHTS, fluorescence dequenching (AID 1986) | cell-free peptide binding, fluorescence dequenching, 30 min; higher % means a stronger effect | inhibition, % at 20 µM; hits with a dose series show IC50 in µM | 290,000 compounds, 0.3% hits; in the data active means inhibition mostly above about 52%, no sharp cut-off; inactive means mostly below about 76%; further: some results filed as inactive read as strong as hits
Siah-1 displacement: Siah-1 peptide-binding antagonists, primary screen, biochemical, fluorescence polarization, rhodamine-plectin, uHTS (AID 1817); 290,000 compounds, 0.02% hits; displacement, % at 20 µM, or IC50 in µM where a hit was titrated; Siah-1 / rhodamine-plectin peptide fluorescence polarization; higher % means a stronger effect;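 active means displacement of at least 50% at 20 µM, with a fluorescence ratio check between 0.3 and a set limit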;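 further: plate controls were Siah plus tracer with DMSO for no effect and tracer alone without Siah for full effect; strong numbers were not always called active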
XIAP displacement: XIAP antagonists, biochemical, IAP family, fluorescence polarization (AID 1018); E3 ubiquitin-protein ligase XIAP (Homo sapiens); XIAP BIR domain, fluorescence polarization peptide displacement; higher % means a stronger effect; displacement, % at 20 µM; hits with a dose series show IC50 in µM; 200,000 compounds, 0.007% hits; in the data active means displacement above about 50%; further: a part of the inactive calls stands beside numbers as strong as those of hits
Lipid droplet: inhibitors of hepatocyte lipid droplet formation, primary screen, imaging, high-throughput imaging, BODIPY stain; AML12 mouse hepatocytes, oleate lipid droplets; inhibition, % at 6.5 µM; 240,000 compounds, 0.4% hits; AID 1656, 2009;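 active means lipid droplet intensity inhibited by at least 50%, with more than 500 cells counted; inconclusive means wells with under 300 cells, treated as cytotoxic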
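Material – AML12 mouse liver cells · Also added – oleate loading, 100 µM · Compound dosing – 6.5 µM single-point dosing · Times – overnight treatment with compound plus oleate · Measured by – fluorescence imaging, 20x objective, two fields per well · Read-out – percent inhibition of filter-corrected integrated lipid droplet intensity per well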
NS5 inhibitors: Dengue-2 NS5 methyltransferase inhibitors, primary screen, biochemical, confirmation dose response (AID 588689); Genome polyprotein (Dengue virus type 2 (strain 16681-PDK53)); Dengue-2 NS5 methyltransferase capping enzyme assay, biochemical; higher % means a stronger effect; one-dose inhibition, % at 25 µM; IC50 in µM for titrated hits; 340,000 compounds, 0.3% hits; in the data active means a potency from the dose series; inconclusive means inhibition above about 29% without an active follow-up result
HEK293 NOD2/NF-kB: NOD2 signaling inhibitors, cell-based, luminescence, uHTS, HEK293 (AID 1566); HEK293 NOD2/NF-kB luciferase reporter, luminescence; higher % means a stronger effect; one-dose inhibition, % at 4 µM; EC50 in µM for titrated hits; 290,000 compounds, 0.63% hits; further: many of its hits are not listed in these tables
LYP phosphatase: inhibitors of LYP phosphatase, biochemical, fluorescence intensity, uHTS (AID 1779) | 290,000 compounds, 0.054% hits | Tyrosine-protein phosphatase non-receptor type 22 (Homo sapiens) | recombinant LYP phosphatase, fluorescence intensity; higher % means a stronger effect | one-dose inhibition, % at 11.5 µM; IC50 in µM for titrated hits;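 further: plate controls were vehicle with enzyme for no effect and no enzyme for full effect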
AID2073: inhibitors of Mint1-CaV2.2 protein interaction, biochemical, HTRF (AID 2073); 290,000 compounds, 0.19% hits; inhibition, % at 20 µM; hits with a dose series show IC50 in µM; Voltage-dependent N-type calcium channel subunit alpha-1B (Homo sapiens); HTRF protein-protein interaction, Mint1-CaV2.2; higher % means a stronger effect; in the data active means inhibition mostly above about 51%, no sharp cut-off; inconclusive means no clear call, values can overlap the other calls; inactive means mostly below about 53%; further: some results filed as inactive read as strong as hits
Lipid droplet cells 6.5 µM: further read-out of Lipid droplet, marked with its call; cell count; measured here: cell count, cytotoxicity flag;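 cells counted across two imaged fields per well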
NS5 inhibitors pilot replicate: also measured in NS5 inhibitors; calls as there; inhibition, %; measured here: pilot screen replicate inhibition
Myeloid diff 2 GFP+ MAC1+ %: recorded beside Myeloid diff 2, whose call it bears; GFP+ MAC1+ double positive, %; measured here: differentiation confirmed by MAC1 staining
Active calls of the source: *; i = inactive; ? = inconclusive; · = no result given; + = active, no number. Unless noted, no stated cut-off is given here; in the data, active means inhibition above about 50%; inactive means the rest. An excerpt; rates above refer to the full screens.

SMILES | Myeloid diff 2 | Myeloid diff 2 GFP+ MAC1+ % | HIV fusion peptide | Siah-1 displacement | XIAP displacement | Lipid droplet | Lipid droplet cells 6.5 µM | NS5 inhibitors | HEK293 NOD2/NF-kB | LYP phosphatase | AID2073 | others
CC1(C)Oc2ccc3ccc(=O)oc3c2/C(=C/NCCO)C1=O | i | 0.5 | -0.8% | -4% | -6.3% | · | · | -8% | 7% | -5% | 5%
OC(C#CCN1CCCCC1)(c1ccccc1)c1ccccc1 | i | 0.2 | 0.6% | -4% | · | -1 | 864 | · | 10% | -11% | -4%
CC(C)(C)C1CCc2c(sc(NC(=O)c3cccs3)c2C(=O)N2CCCCC2)C1 (centres undefined) | i | 1.4 | -2.9% | 3% | 2.0% | · | · | -6% | 13% | 2% | 10%
CC(=O)c1cccc(NC(=O)NCc2cccnc2)c1 | i | 1.0 | -1.0% | 2% | -0.8% | -11 | 568 | -7% | -9% | 3% | 11%
O=C(NCc1nc2ccccc2[nH]1)C1=C[C@H](C2CCCCC2)C[C@H](OCc2ccc(CO)cc2)O1 | i | 0.4 | 0.1% | 3% | -1.7% | -2 | 667 | -14% | 28% | 2% | 16%
COc1ccc(-c2nc(Cc3ccc(Cl)cc3)no2)cc1OC | i | 0.8 | -0.4% | 2% | 48% | -3 | 747 | -5% | 1% | -9% | -3%
CCN(CC)Cc1c[nH]c2c(C(=O)OC)cccc12 | i | 4.7 | 1.7% | 0% | -9.5% | -10 | 750 | 0% | 16% | -14% | 20%
Cn1c(SCC(=O)N2CCCC2)nc2ccccc2c1=O | i | 6.5 | -0.3% | 1% | -6.5% | · | · | -4% | 13% | -9% | -3%
O=C(N/N=C/c1cccc(Oc2ccc([N+](=O)[O-])cc2[N+](=O)[O-])c1)c1cncc(Br)c1 | i | 6.7 | -5.5% | -1% | -2.6% | · | · | -6% | -14% | 2% | -2%
CCCCn1c(-c2ccc(F)c(F)c2)nc2cc3[nH]c(=O)c(C(C)C)nc3cc21 | i | 1.2 | 6.6% | -4% | · | 6 | 845 | 16% | 14% | 1% | 20%
CC(=O)Nc1ccc(-c2cc(-c3ccc(NC(C)=O)cc3)nc(-c3ccccc3)n2)cc1 | i | 7.5 | 5.9% | -1% | -0.8% | · | · | 3% | -4% | -10% | 30%
CCOC(CNC(=O)CCc1c(C)nc2ncnn2c1C)OCC | i | 0.9 | -0.4% | -5% | -4.9% | -5 | 680 | -3% | -12% | -9% | -3%
CC(C)(C)[C@@H]1C=C(C(=O)N2CCN(Cc3ccccc3)CC2)O[C@H](OCCCCO)C1 | i | 0.8 | -1.4% | 3% | -8.2% | -1 | 776 | 2% | 6% | 0% | 4%
CCOC(=O)C1CCCN(c2c(NCCc3ccc(S(N)(=O)=O)cc3)c(=O)c2=O)C1 (centres undefined) | i | 1.8 | 0.1% | -1% | -3.7% | · | · | -3% | -6% | -3% | -9%
CC(C)(C)c1ccc(OCc2nnc(SCC(N)=O)n2N)cc1 | i | 0.2 | -1.1% | 2% | -5.4% | -14 | 688 | -3% | -6% | -8% | -9%
CN1C2CCC1CC(NS(=O)(=O)c1cccc(C(F)(F)F)c1)C2 (centres undefined) | · | · | -0.5% | 5% | · | 2 | 815 | -1% | -10% | -4% | 6%
COc1cc(-c2nnc3n2N=C(c2ccccc2)CS3)cc(OC)c1OC | · | · | 4.4% | 4% | -2.9% | · | · | -1% | -17% | 3% | 8%
COCc1cc(C)nc(SCC(=O)Nc2cc(C(F)(F)F)ccc2N2CCOCC2)c1C#N | i | 1.9 | -1.3% | -5% | · | -45 | 664 | 6% | 59%* | -1% | 2%
CCCCN(C)C(=S)Nc1ccc2nc3n(c(=O)c2c1)CCCCC3 | i | 1.1 | -2.3% | -9% | -1.5% | 16 | 648 | -10% | 13% | -3% | -11%
Cc1cccc(-c2c(NC(=O)c3ccco3)oc3c(C)cccc3c2=O)c1 | + | 3.0* | -0.7% | 5% | · | -11 | 666 | 2% | 25% | -4% | -9%
COc1cccc2c1OC1(C)CC2NC(=O)N1Cc1ccccc1 (centres undefined) | i | 1.2 | 0.6% | -3% | -4.3% | 0 | 686 | -5% | -9% | 1% | 9%
CCn1c(N2CCN(CC(=O)c3c[nH]c4ccccc34)CC2)nc2c1c(=O)[nH]c(=O)n2C | i | 0.7 | 0.5% | -4% | -6.9% | · | · | 2% | 14% | -3% | -6%
Cc1ccc(OCc2cc(C(=O)NCC3COCCO3)no2)cc1C (centres undefined) | i | 0.4 | -0.6% | -1% | · | -8 | 585 | -4% | -8% | -4% | 6%
COc1ccccc1C1C2=C(CCCC2=O)N(CC(=O)O)C2=C1C(=O)CCC2 | i | 0.4 | -0.8% | -5% | · | -3 | 800 | 2% | -6% | -7% | 2%
COC(=O)c1cc(-c2ccc(C)cc2)n[nH]1 | i | 0.2 | -1.3% | 0% | -7.7% | -22 | 751 | -2% | -57% | -6% | 0%
O=C(CN(CC1CCCO1)C(=O)CNS(=O)(=O)c1ccc(F)cc1)NCc1ccco1 (centres undefined) | i | 0.4 | -0.3% | -1% | -9.3% | 4 | 656 | -4% | -13% | -4% | -27%
CC(NC(=O)CSc1nc(=O)cc(N)n1-c1ccccc1)c1ccccc1 (centres undefined) | i | 0.5 | -0.6% | 9% | -5.1% | 1 | 574 | -1% | 11% | -5% | -2%
O=C(NC1=NCCS1)c1sc2cc(Cl)cc(Cl)c2c1Cl | i | 0.3 | 6.8% | 12% | -1.2% | -20 | 703 | -1% | 12% | -25% | 16%
O=C(N1CCCCC1)N1CCN(S(=O)(=O)c2cccc([N+](=O)[O-])c2)CC1 | i | 1.1 | 0.1% | 5% | · | -3 | 637 | -4% | 12% | -8% | 2%
CCOc1ccc(C(F)(F)F)cc1NC(=O)COc1ccc(C(F)(F)F)cc1[N+](=O)[O-] | i | 2.8 | -1.1% | 4% | -0.3% | 6 | 632 | 8% | 3% | -3% | -1%
CCCCCNc1nc2ccccc2nc1NS(=O)(=O)c1cccs1 | i | 1.5 | 7.9% | -2% | -5.3% | 7 | 785 | 16% | 13% | 4% | 8%
CCC(=O)Nc1nc(C)c(-c2csc(Nc3ccc(S(=O)(=O)Nc4cc(C)on4)cc3)n2)s1 | · | · | 1.3% | -3% | -3.4% | -13 | 753 | · | 19% | -8% | 1%
Cc1ccc(Cn2c(NC(=O)c3ccco3)nc3ccccc32)cc1 | i | 0.7 | -2.5% | 0% | -0.2% | · | · | -2% | 15% | 0% | -1%
COc1cc(/C=N/NC(=O)c2cc[n+]([O-])cc2)cc(OC)c1OC | · | · | 1.2% | -4% | · | 4 | 879 | -8% | -4% | 3% | 5%
CS(=O)(=O)N1CCN(c2ccccc2NC(=S)NC(=O)c2cccs2)CC1 | i | 0.5 | -0.6% | 0% | -8.5% | -2 | 648 | -6% | 15% | 0% | 3%
COc1cccc(NC(=O)C2CCN(S(=O)(=O)c3ccc4c(c3)NC(=O)C(C)S4)CC2)c1 (centres undefined) | i | 0.3 | 1.8% | 4% | · | -4 | 690 | -5% | 10% | -9% | -3%
Cc1cc(=O)oc2cc(NC(=O)C3CCCC3)ccc12 | i | 0.1 | 1.4% | -5% | -0.6% | 6 | 653 | -3% | -25% | -16% | 13%
CCOc1cc(/C=C(\C#N)c2[nH]nc(N)c2C#N)ccc1O | ? | · | -1.5% | -4% | -0.3% | · | · | -25% | -280% | 0% | 10% | NS5 inhibitors pilot replicate=3.0
CCOC(=O)c1cnc2nc(C(F)(F)F)[nH]n2c1=O | i | 0.7 | 0.6% | -3% | 1.7% | 2 | 727 | -3% | -3% | -7% | 5%
Nc1nc(NCc2ccccc2)nc(Nc2ccc(F)cc2)c1[N+](=O)[O-] | i | 0.7 | 1.1% | 0% | -4.3% | · | · | -11% | 9% | -1% | 2% | NS5 inhibitors pilot replicate=-4.9
CCOC(=O)c1c(-c2ccc(C)o2)csc1NC(=S)NC(=O)c1ccc(F)cc1 | i | 0.6 | 11% | 9% | -3.4% | 0 | 645 | 2% | 19% | 4% | -31%
CCc1ccccc1NC(=S)N(CCOC)C(C)c1ccco1 (centres undefined) | i | 0.4 | -0.5% | 2% | · | 0 | 690 | -7% | 6% | -6% | -16%
O=C(CNC(=O)c1ccco1)NCCCc1ccccc1 | i | 0.2 | -0.2% | 2% | -7.5% | 1 | 772 | 2% | 18% | -8% | -4%
C=C(C)[C@@H]1CC=C(C(=O)O)CC1 | i | 2.5 | 0.4% | 15% | · | 18 | 711 | -5% | -7% | 0% | 4%
COc1ccc(C2/C(=C(/O)c3ccc(S(=O)(=O)N4CCOCC4)cc3)C(=O)C(=O)N2CCN2CCOCC2)cc1 (centres undefined) | i | 0.6 | 0.4% | 5% | · | 0 | 843 | -3% | 18% | -5% | 8%
CN(Cc1cccnc1)C(=O)CCCc1c[nH]c2ccccc12 | · | · | -0.3% | 3% | · | -15 | 818 | 0% | 13% | -6% | 6%
O=C(N/N=C/c1ccco1)c1cccc(N2CCCC2=O)c1 | i | 0.5 | 26% | 7% | -6.7% | -1 | 575 | -6% | 11% | 8% | 26%
Cc1ccc(S(=O)(=O)NC(=O)NCc2ccc3c(c2)OCO3)cc1 | i | 1.1 | 1.0% | 3% | 3.1% | -42 | 725 | 0% | 13% | -5% | -1%
Clc1ccccc1SCc1nc2ccccc2[nH]1 | i | 0.5 | 0.6% | 8% | -2.4% | 0 | 656 | -7% | -38% | 0% | -1%
COc1ccc(Br)cc1CSC(=N)N | i | 0.3 | -0.8% | 0% | -4.4% | -23 | 673 | -5% | 16% | -8% | -10%
Cc1ccc(C(=O)NNC(=O)c2cc3cc4ccccc4nc3s2)cc1 | i | 1.0 | 4.0% | 21% | -2.4% | · | · | -3% | 14% | -2% | 32%
CC(C)C(NC(=O)c1cccs1)C(=O)NC1=NCCS1 (centres undefined) | i | 0.8 | -1.3% | 0% | -5.0% | 8 | 725 | 0% | 13% | -4% | 1%

Reprinted from the results shown, 2 compounds:
SMILES | Myeloid diff 2 | Myeloid diff 2 GFP+ MAC1+ % | HIV fusion peptide | Siah-1 displacement | XIAP displacement | Lipid droplet | Lipid droplet cells 6.5 µM | NS5 inhibitors | HEK293 NOD2/NF-kB | LYP phosphatase | AID2073 | others
CN(Cc1cccnc1)C(=O)CCCc1c[nH]c2ccccc12 | · | · | -0.3% | 3% | · | -15 | 818 | 0% | 13% | -6% | 6%
O=C(N/N=C/c1ccco1)c1cccc(N2CCCC2=O)c1 | i | 0.5 | 26% | 7% | -6.7% | -1 | 575 | -6% | 11% | 8% | 26%
